FEN1 inhibitor = qHTS Assay for the Inhibitors of Human Flap endonuclease 1 (FEN1). P39748. Recombinant FEN1 flap cleavage, fluorescence, 15 min. Potency, µM (series often up to 114 µM), for the others: at the top dose activity change, negative = inhibition, actives largely listed as inhibitors. 390,000 tested, 0.35% active; also: nearly all actives have a fitted effect of over 65% in size
Target sequence (P39748 whole entry, looked up): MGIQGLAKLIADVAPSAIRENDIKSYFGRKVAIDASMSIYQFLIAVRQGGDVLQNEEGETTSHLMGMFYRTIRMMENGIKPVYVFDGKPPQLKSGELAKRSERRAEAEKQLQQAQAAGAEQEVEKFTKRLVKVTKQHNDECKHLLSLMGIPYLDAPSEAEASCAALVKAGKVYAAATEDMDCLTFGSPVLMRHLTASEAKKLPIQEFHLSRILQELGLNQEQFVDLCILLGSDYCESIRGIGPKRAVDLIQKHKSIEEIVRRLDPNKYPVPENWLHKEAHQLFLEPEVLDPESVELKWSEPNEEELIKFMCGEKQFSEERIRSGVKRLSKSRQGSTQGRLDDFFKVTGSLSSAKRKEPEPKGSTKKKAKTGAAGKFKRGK
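Compounds are tested as a concentration series against 10 nM FEN1; after a 15 min room-temperature preincubation, 50 nM substrate starts cleavage, with plate reads at 0 and 15 min. Normalized responses are fitted by a Hill equation.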
N370S GC = qHTS Assay for Inhibitors and Activators of N370S glucocerebrosidase as a Potential Chaperone Treatment of Gaucher Disease; N370S GC spleen homogenate, 4MU-glucoside fluorescence; Lysosomal acid glucosylceramidase (Homo sapiens), P04062; Potency, µM (top dose mostly 59.4 µM), without a hit: at the top dose activity change, negative = inhibition, usual class: inhibitors; 330,000 tested, 0.092% active;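 also: 0% = full enzyme activity and -100% = no enzyme basal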
TDP1 block = qHTS Assay for Inhibitors of Tyrosyl-DNA Phosphodiesterase (TDP1). Potency, µM (highest dose often 130 µM), for inactives: at the top dose activity change, negative = inhibition, actives largely listed as inhibitors. Tyrosyl-DNA phosphodiesterase 1 (Homo sapiens), Q9NUW8. 350,000 tested, 0.28% active. recombinant TDP1, AlphaScreen DNA substrate cleavage. AID 485290, 2010; also: nearly all actives have a fitted effect of over 40% in size
Target sequence (Q9NUW8 whole entry, looked up): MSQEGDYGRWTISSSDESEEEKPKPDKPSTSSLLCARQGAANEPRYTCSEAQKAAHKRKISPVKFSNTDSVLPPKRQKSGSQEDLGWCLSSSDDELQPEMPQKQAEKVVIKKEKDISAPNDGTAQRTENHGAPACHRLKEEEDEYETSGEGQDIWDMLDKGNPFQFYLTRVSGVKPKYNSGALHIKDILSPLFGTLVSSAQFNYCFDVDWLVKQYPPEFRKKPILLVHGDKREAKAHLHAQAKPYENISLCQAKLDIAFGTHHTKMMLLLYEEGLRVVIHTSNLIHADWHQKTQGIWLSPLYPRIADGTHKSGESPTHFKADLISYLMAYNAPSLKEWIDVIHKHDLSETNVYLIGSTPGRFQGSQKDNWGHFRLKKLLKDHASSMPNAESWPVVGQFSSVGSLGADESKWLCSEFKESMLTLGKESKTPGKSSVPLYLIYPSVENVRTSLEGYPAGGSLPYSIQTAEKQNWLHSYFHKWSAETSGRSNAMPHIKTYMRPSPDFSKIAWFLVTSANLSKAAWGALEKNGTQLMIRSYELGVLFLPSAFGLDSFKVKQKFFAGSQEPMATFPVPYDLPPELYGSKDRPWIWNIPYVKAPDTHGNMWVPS
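Signal: AlphaScreen proximity between streptavidin donor and anti-FITC acceptor beads on intact substrate. Reaction: Tdp1 1 nM, substrate 15 nM final, 5 min RT after 15 min compound preincubation.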
* hit, by the source's call; ? = inconclusive; . = not tested or not shown; & = joins results of further samples; [ ] = remark or other dose. Calls follow the shape of the dose curve; as a rule, active = well fitted curve in the direction sought with a large enough effect; inconclusive = small, poorly fitted or top-dose-only effect, or another doubt; inactive = no such curve, though single readings can be large; an effect the other way counts as inactive or inconclusive. Unless noted, % is scaled to controls: 0 for no effect and ±100 for the full control effect; potency is read from the fitted curve at half-maximal effect. Only part of the results is shown; count on the stated rates, not on these rows.

Order of values – FEN1 inhibitor | N370S GC | TDP1 block
- COC(=O)C(O)(c1ccc(NC(=O)c2ccccc2)cc1)C(F)(F)F (stereo not drawn)
  16% | -6% | .
- CN1C(=O)/C(=C\c2ccc(N3CCCCCC3)cc2)C(=O)NC1=S
  -8% | 2% | 0%
- O=C1NC(=O)C(=Cc2ccc(-c3cc(Cl)ccc3[N+](=O)[O-])o2)C(=O)N1
  -8% | -1% | -15%
- CCN1CCN(C(=O)Cc2ccc(C)cc2)CC1
  -7% | -1% | 3%
- CC1(C)CN=C(Nc2ccccc2C(F)(F)F)S1
  2% | 6% | 5%
- COC(=O)C1=C(c2ccccc2OCc2ccccc2)C[C@@H]2CC[C@H]1N2C(=O)NCc1ccc(Br)cc1
  -15% | . | 0%
- C=CCN1CC[C@@]2(C)c3cc(O)ccc3CC1[C@@H]2C
  1% | 7%&-4% | 9%[56.1 µM]
- CNCCc1ccc(O)c(O)c1
  . | 0%&-3% | 9%[56.1 µM]
- CN1CCN(C(=O)COc2ccc(-c3nc4ccccc4s3)cc2)CC1
  3% | -13% | 6%
- CCCCCCC(N)CC(=O)O (stereo not drawn)
  -1% | -1% | 2%

In the list so far, these contain sulfur.
Order of values – FEN1 inhibitor | N370S GC | TDP1 block
- CN1C(=O)/C(=C\c2ccc(N3CCCCCC3)cc2)C(=O)NC1=S
  -8% | 2% | 0%
- CC1(C)CN=C(Nc2ccccc2C(F)(F)F)S1
  2% | 6% | 5%
- CN1CCN(C(=O)COc2ccc(-c3nc4ccccc4s3)cc2)CC1
  3% | -13% | 6%

Other structures:
Order of values – FEN1 inhibitor | N370S GC | TDP1 block
- CCC(=NCCCn1ccnc1)c1c(O)n(Cc2ccccc2)c(=O)[nH]c1=O
  12% | 10% | 8%
- CC(C)(C)c1ccccc1O
  -10% | -19% | 0%&15%
- N[C@H]1C[C@H]1c1ccccc1
  . | 6%[21.6 µM] | -4%[21 µM]
- COc1cccc(OC)c1-c1nn2c(-c3n[nH]c4c3CCC4)nnc2s1
  ? | . | -5%
- [Hg+][c]1ccccc1
  10µM* | . | 11%
- Clc1ccc(C2CC3CCC2N3)cn1 (stereo not drawn)
  . | -8%&4%&-3% | ?
- Cc1ccc(-c2cc(-c3ccc(C)cc3)[n+](-c3ccc(C(=O)[O-])cc3)c(-c3ccc(C)cc3)c2)cc1
  9% | 2% | 3%
- Cn1nnc(CC[N+](C)(C)C)n1
  1% | 1% | .
- N=C1c2ccccc2CN1CC(=O)c1ccccc1
  19% | -17% | 5%
- O=S1(=O)CC2(N3CCOCC3)CCCCCCC21 (stereo not drawn)
  -12% | 26% | 2%

Continued.
Order of values – FEN1 inhibitor | N370S GC | TDP1 block
- CCOC(=O)c1cc(CC)sc1/N=C/C1C(=O)NC(=S)NC1=O
  -3% | 13% | -5%
- COc1ccc(CN2C(=O)NC(=O)/C(=C\c3cccc(OC)c3OC)C2=O)cc1
  -16% | -5% | -2%
- O=C(Cn1cc(C(=O)c2ccccc2)c2ccccc21)Nc1ccc(Br)cc1
  -18% | . | 0%
- Nc1ccc(CCN2CCN(c3cccc(C(F)(F)F)c3)CC2)cc1
  -22% | -2%&-7% | 9%[56.1 µM]
- CCN(CC)CCCN=Cc1c(O)n(CCc2ccc(OC)c(OC)c2)c(=O)[nH]c1=O
  4% | 1% | 3%
- COc1ccc(NC(=O)CN2C3CCC2CC(O)(c2cccnc2)C3)cc1OC (stereo not drawn)
  9% | 7% | 0%
- COc1ccccc1N1CCN(Cc2ccc(SC)cc2)CC1
  11% | -6% | .
- CC1O[C@@H](OC2CC[C@@]3(C=O)C4CC[C@]5(C)C(C6=CC(=O)OC6)CC[C@@]5(O)C4CC[C@]3(O)C2)C(O)C(O)C1O (stereo partly drawn)
  . | -3% | -5%[56.1 µM]
- COc1ccc(N=C(C)c2c(O)n(C)c(=O)n(C)c2=O)c(OC)c1
  2% | -21% | 0%
- Cc1ccc(C)c(NP(=O)(Oc2ccccc2)Oc2ccccc2)c1
  0% | ? | .

(next part)
Order of values – FEN1 inhibitor | N370S GC | TDP1 block
- Cc1cc(/C=C2\C(=O)NC(=O)N(c3ccccc3F)C2=O)c(C)n1-c1cc(C(=O)O)cc(C(=O)O)c1
  ? | -5% | .
- CCOP(=O)(C#CC(C)(C)C)C1(O)CCCCC1 (stereo not drawn)
  0% | -3% | 7%
- CN(C)C(=O)OCc1n(C)cc[n+]1C
  -1% | -7% | 0%
- CCN(CC)c1ccc(N=Cc2c(O)n(-c3ccccc3)c(=O)[nH]c2=O)cc1
  0% | 0% | 3%
- CN1CCN(CCOC2c3ccccc3CSc3ccc(Cl)cc32)CC1 (stereo not drawn)
  -5% | -16% | 8%
- CCOc1cc(/C=C2/C(=O)NC(=O)N(c3ccc(CC)cc3)C2=O)ccc1OC(=O)c1cccs1
  -1% | 4% | 2%
- CCOC(=O)C1=C(N)OC2=C(C(=O)CCC2)C12C(=O)Nc1ccccc12 (stereo not drawn)
  -1% | -14%[2.35 µM] | -3%
- O=C1OCc2cc(N=Nc3c(O)[nH]c(=O)[nH]c3=O)ccc21
  16% | 0% | -6%
- Cc1c(C(=O)c2ccccc2)c2ccccc2n1C
  16% | 6% | .
- O=C(O)Cn1cc(C(=O)c2ccccc2)c2ccccc21
  10% | 8% | 2%

Whole records, looked up by structure. Screens in order: FEN1 inhibitor	N370S GC	TDP1 block
Cc1c(C(=O)c2ccccc2)c2ccccc2n1C in the list: 16%	6%	.
O=C1OCc2cc(N=Nc3c(O)[nH]c(=O)[nH]c3=O)ccc21 in the list: 16%	0%	-6%
CCOc1cc(/C=C2/C(=O)NC(=O)N(c3ccc(CC)cc3)C2=O)ccc1OC(=O)c1cccs1 in the list: -1%	4%	2%
CCOP(=O)(C#CC(C)(C)C)C1(O)CCCCC1 (stereo not drawn) in the list: 0%	-3%	7%

Remaining list, next part.
Order of values – FEN1 inhibitor | N370S GC | TDP1 block
- CC12CN3C(O)C(C)(C1)CC(C)(C2)C3O (stereo not drawn)
  -1% | -4% | 6%
- O=c1c(/C=N/N2CCOCC2)c(O)n(-c2ccccc2)c(=S)n1-c1ccccc1
  3% | 11% | 5%
- O[C@@H]1CCCN2C[C@@H](O)[C@@H](O)C12 (stereo partly drawn)
  . | 6% | 0%
- C[C@@H]1CC[C@H]2[C@H](C)[C@H]3CC[C@@]4(O)[C@@H]5CC(=O)[C@H]6CC(=O)CC[C@]6(C)[C@H]5C[C@H]4[C@@H]3CN2C1
  . | -7% | 6%
- CC1=CC(=Cc2sc3ccccc3[n+]2C)C=C(C)O1
  ? | -18% | 2%
- CN1CSC(=S)N(C)C1
  -7% | 24%&2% | -9%&8%
- CCN1CCN(Cc2ccc(C)cc2C)CC1
  -2% | -16% | 4%
- C[C@]12CCC3C(CC[C@H]4C[C@H](O)CC[C@]34C)C1C[C@@H](O)[C@@H]2O (stereo partly drawn)
  -4% | . | 0%
- Nc1ccc(Oc2ccc(N)cc2)cc1
  . | 11% | 19%
- CCSc1nnc(NC(=O)c2cccn(Cc3ccccc3Cl)c2=O)s1
  -4% | . | 1%

(cont.)
Order of values – FEN1 inhibitor | N370S GC | TDP1 block
- CCC(C)N1CCN(C(=O)COc2ccc3ccccc3c2)CC1 (stereo not drawn)
  10% | -1% | 6%
- CC1C(=O)OC2C(O)C34C5OC(=O)[C@@]3(OC3OC(=O)[C@H](O)[C@]34C(C(C)(C)C)C5O)[C@]12O (stereo partly drawn)
  . | -10% | 7%[56.1 µM]
- CCc1nc(N2CCNCC2)c(C#N)c2c1CSC(C)(C)C2
  -1% | -7% | 9%
- COc1ccc(S(=O)(=O)NC(CC(=O)N2CCC3(CC2)OCCO3)c2ccco2)cc1 (stereo not drawn)
  -5% | -3% | 2%
- CN(C)C(=O)Oc1cccc(-c2cn3cc(Cl)ccc3n2)c1
  2% | 4% | 3%
- CCCCn1c(=O)c(C(=O)NCc2ccc(Cl)cc2)c(O)c2ccccc21
  -20% | -9% | .
- COc1ccccc1N1C(=O)NC(=O)C(CCc2ccncc2)(CCc2ccncc2)C1=O
  -1% | -6% | 2%
- CCCCCCCCC(=O)NCc1ccc(O)c(OC)c1
  5% | 1%&9%&11% | -2%
- Brc1ccc2[nH]cc(/C=N/N3CCCCC3)c2c1
  -7% | -7% | 8%
- Cc1cc(NC(=O)COC(=O)c2c(C)nn(Cc3ccccc3)c2C)no1
  5% | -3% | 5%

Next part.
Order of values – FEN1 inhibitor | N370S GC | TDP1 block
- COc1ccc(N=C(C)c2c(O)n(C3CCCCC3)c(=O)[nH]c2=O)c(OC)c1
  -5% | 5%[2.35 µM] | 5%
- COc1ccc(C2Oc3c(I)c(OC)cc(OC)c3CC2O)cc1OC (stereo not drawn)
  . | -4% | 9%[56.1 µM]
- COc1ccc(OCC#CCN2CCCCCC2)cc1
  -3% | -5% | -3%
- COC1=C[C@]23CCCN2CCc2cc4c(cc2[C@@H]3[C@@H]1O)OCO4
  . | 0% | 6%
- CCN1c2nc3ccccn3c(=O)c2CC2(C(=O)N(C)C(=O)N(C)C2=O)C1C (stereo not drawn)
  -11% | 28% | 2%
- CC(=NCCN1CCOCC1)c1c(O)n(Cc2ccccc2)c(=O)[nH]c1=O
  -2% | 0% | 7%
- C[C@]12CCC3C(CC[C@H]4C[C@H](O)CC[C@]34C)C1[C@@H](O)[C@@H](O)[C@@H]2O (stereo partly drawn)
  2% | . | 1%
- CCCCC(=O)N/N=C/c1c(O)n(C2CC2)c(=S)[nH]c1=O
  9% | 1% | 8%
- CCOc1ccc(N=Cc2c(O)n(-c3ccc(C)c(C)c3)c(=O)[nH]c2=O)cc1
  10% | 9% | .
- Cc1cc(OCc2nn[nH]n2)c2c3c(c(=O)oc2c1)CCCC3
  -2% | 0% | 7%

Looked up above.
In TDP1 block, `O=C1OCc2cc(N=Nc3c(O)[nH]c(=O)[nH]c3=O)ccc21` is entered as -6%
In TDP1 block, `C[C@]12CCC3C(CC[C@H]4C[C@H](O)CC[C@]34C)C1C[C@@H](O)[C@@H]2O` (stereo partly drawn) is entered as 0%

(list continues)
Order of values – FEN1 inhibitor | N370S GC | TDP1 block
- COc1ccc(C)cc1NC(=O)c1c(C)nn(Cc2ccccc2)c1Cl
  -15% | ? | -7%
- C=CCN1C(=O)/C(=C/c2cccs2)C(=O)NC1=S
  -8% | -7% | 3%
- CC1Cc2c(cnc3c2CN(C)CC3)CO1 (stereo not drawn)
  . | -12%[12.8 µM] | 6%[21 µM]
- CN1c2ccc([N+](=O)[O-])cc2CC2(C(=O)NC(=O)NC2=O)C1c1ccccc1 (stereo not drawn)
  -1% | -15% | 0%
- O=C(c1cccs1)C1CN2CCC1CC2 (stereo not drawn)
  8% | -2% | 4%
- Nc1ccc2c(c1)Cc1ccccc1-2
  -2% | -5% | 5%
- CCC12CN3CC(CC)(CN(C1)C3c1cccnc1)C2=O (stereo not drawn)
  9% | 4% | 1%
- O=C(CNC(=O)c1ccccc1)Nc1ccc(Br)cc1C(=O)c1ccccc1
  -2% | 24% | 4%
- CN1C(=O)C(C2c3ccccc3C(=O)N2Cc2ccccc2)C(=O)N(C)C1=O (stereo not drawn)
  1% | -3% | 0%
- Cc1[nH]c2c(C(F)(F)F)cccc2c1CCN
  2% | -11% | 7%

Carrying on:
Order of values – FEN1 inhibitor | N370S GC | TDP1 block
- NCCc1c[nH]c2ccc(F)cc12
  . | 9% | 6%
- CCOC(=O)c1c(C)n(CCOC)c2ccc(O)cc12
  4% | 3% | 0%
- COc1ccccc1N1CCN(C(=O)CCS(=O)(=O)c2ccc3c(c2)oc(=O)n3C)CC1
  -2%&-5% | -6% | 1%
- Cc1ccc(P(=S)(c2ccc(C)o2)N2CCOCC2)o1
  0% | -4% | -1%
- COc1ccc(C2NCCc3[nH]cnc32)cc1 (stereo not drawn)
  5% | 22% | 1%
- COc1cc(/C=C2\C(=O)NC(=O)N(CCc3ccc(F)cc3)C2=O)ccc1O
  -21% | -6% | -5%
- COc1cc2c(cc1OC)[C@@H]1C(=O)c3ccc4oc(C(C)C)cc4c3OC1CO2 (stereo partly drawn)
  . | 4% | -7%[56.1 µM]

Part of the list above with just N370S GC and TDP1 block:
| structure | N370S GC | TDP1 block |
| --- | --- | --- |
| COc1ccc(C2NCCc3[nH]cnc32)cc1 (stereo not drawn) | 22% | 1% |
| COc1ccccc1N1CCN(C(=O)CCS(=O)(=O)c2ccc3c(c2)oc(=O)n3C)CC1 | -6% | 1% |
| Cc1ccc(P(=S)(c2ccc(C)o2)N2CCOCC2)o1 | -4% | -1% |

Screening results: PubChem, National Center for Advancing Translational Sciences (NCATS)
